From PubChem
Myeloid diff 2 – myeloid differentiation induction | ER-HoxA9 myeloid progenitors, lysozyme-GFP differentiation, flow cytometry | calls only at 10 µM | 360,000 tested, 1% active;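 active means normalized GFP-positive differentiation at or above the plate's own cutoff, the solvent-only control mean plus 3 SD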;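 further: cells exposed to compound for four days before flow analysis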
NOD2 inhibition – NOD2 signaling inhibitors, cell-based, luminescence, uHTS, HEK293 (AID 1566); HEK293 NOD2/NF-kB luciferase reporter, luminescence; higher % means a stronger effect; one-dose inhibition, % at 4 µM; EC50 in µM for titrated hits; 290,000 tested, 0.63% active; further: many of its hits are not listed in these tables
KOR beta-arrestin-1 – kappa opioid receptor blockers – cell-based, luminescence, uHTS (AID 1778) | inhibition, % at 10 µM; hits with a dose series show IC50 in µM | KOR beta-arrestin recruitment, luminescence, antagonist mode; higher % means a stronger effect | 290,000 tested, 0.091% active; further: strong numbers were not always called active
HIV peptide binding – inhibitors of HIV fusion peptide binding, primary screen, biochemical, uHTS, fluorescence dequenching (AID 1986); cell-free peptide binding, fluorescence dequenching, 30 min; higher % means a stronger effect; one-dose inhibition, % at 20 µM; IC50 in µM for titrated hits; 290,000 tested, 0.3% active; in the data active means inhibition mostly above about 52%, no sharp cut-off; inactive means mostly below about 76%; further: some results filed as inactive read as strong as hits
PhoP inhibition – inhibitors of PhoP regulon expression, primary screen, Salmonella Typhimurium, GFP reporter (AID 1863); 300,000 tested, 0.16% active; inhibition, % at 50 µM; hits with a dose series show IC50 in µM; S. Typhimurium PhoP-regulated promoter GFP reporter, 4 h; higher % means a stronger effect;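 active means inhibition over 29.93%, a cutoff 3 SD above the screen mean, later confirmed by dose response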;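 further: 0% = low Mg2+ inducing control and 100% = high Mg2+ repressing control; strong numbers were not always called active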
NOD1 inhibition – inhibition of NOD1-driven NF-kB reporter – cell-based, luminescence, uHTS, primary screen (AID 1578); NOD1-driven NF-kB luciferase reporter cells, luminescence; higher % means a stronger effect; inhibition, % at 4 µM, or EC50 in µM where a hit was titrated; 290,000 tested, 1% active; in the data active means inhibition mostly above about 36%, no sharp cut-off; inactive means mostly below about 34%;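 further: HEK-293T reporter cells stimulated with the NOD1 agonist gamma-tri-DAP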
LYP phosphatase – PTPN22 lymphoid phosphatase activity blockers – biochemical, fluorescence intensity, uHTS (AID 1779). recombinant LYP phosphatase, fluorescence intensity; higher % means a stronger effect. 290,000 tested, 0.054% active. inhibition, % at 11.5 µM; hits with a dose series show IC50 in µM;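 further: plate controls were vehicle with enzyme for no effect and no enzyme for full effect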
KOR beta-arrestin-2 – KOR agonists, beta-arrestin recruitment, primary screen, cell-based, luminescence, uHTS (AID 1777); 280,000 tested, 0.02% active; activation, % at 10 µM, or EC50 in µM where a hit was titrated; KOR beta-arrestin recruitment, luminescence; higher % means a stronger effect; in the data active means activation above about 50%, passing the limit was not always enough; further: a part of the inactive calls stands beside numbers as strong as those of hits
SIAH1 antagonists – Siah-1 peptide-binding antagonists, primary screen, biochemical, fluorescence polarization, rhodamine-plectin, uHTS (AID 1817) | 290,000 tested, 0.02% active | Siah-1 / rhodamine-plectin peptide fluorescence polarization; higher % means a stronger effect | one-dose displacement, % at 20 µM; IC50 in µM for titrated hits;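 active means displacement of at least 50% at 20 µM, with a fluorescence ratio check between 0.3 and a set limit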;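 further: plate controls were Siah plus tracer with DMSO for no effect and tracer alone without Siah for full effect; strong numbers were not always called active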
Myeloid diff 2 GFP+ MAC1+ % – further read-out of Myeloid diff 2, marked with its call; GFP+ MAC1+ double positive, %; measured here: differentiation confirmed by MAC1 staining
Numbers without * were called inactive; i = inactive; · = no result given; [ ] = dose if it differs, or a comment. Unless noted, no stated cut-off is given here; in the data, active means inhibition above about 50%; inactive means the rest. An excerpt, so the mix of outcomes need not match the whole.

Below each compound: HIV peptide binding | KOR beta-arrestin-1 | NOD1 inhibition | LYP phosphatase | Myeloid diff 2 | PhoP inhibition | SIAH1 antagonists | Myeloid diff 2 GFP+ MAC1+ % | NOD2 inhibition | KOR beta-arrestin-2
#1 CCc1cc(=O)oc2cc(OC(C)C(=O)NCC3CCC(C(=O)O)CC3)c(Cl)cc12 (stereo not given)
  -1.0% | -20.5%[20 µM] | -7.0% | -9.8% | i | · | -0.4% | 1.6 | 10.6% | -5.0%
#2 C=C(C)Cn1c(N)cc(=O)nc1SCC(=O)Nc1cccc(C(F)(F)F)c1
  1.1% | -4.9% | -46.8% | -8.1% | i | -3.2% | -2.6% | 1.2 | -13.3% | -2.7%
#3 O=C(NC(=S)Nc1ccc2[nH]c(=O)[nH]c2c1)c1cccc(F)c1
  0.7% | 3.9% | -28.5% | -11.0% | i | 3.1% | 9.2% | 0.4 | -13.2% | -0.6%
#4 O=C(Nc1c2c(nn1-c1ccccc1)CS(=O)C2)c1ccc2c(c1)OCO2 (stereo not given)
  -0.5% | 6.7% | -19.6% | -5.1% | i | 2.9% | 12.7% | 5.9 | 0.6% | -4.4%
#5 CCCOCC1CC2(CC(C)(c3csc(N)n3)OC2=O)C(=O)O1 (stereo not given)
  1.2% | 5.5% | -27.9% | -6.4% | i | 4.8% | 10.0% | 0.8 | 10.0% | 12.9%
#6 COc1ccc(N(CC(=O)Nc2cc(C)ccc2C)S(=O)(=O)c2c(C)nn(C)c2C)cc1
  1.5% | -7.0% | 4.2% | -4.4% | i | -6.5% | 3.5% | 2.1 | 3.5% | -1.9%
#7 Cc1nn(C)c(C)c1S(=O)(=O)N1CCC(C(=O)NC(C)c2ccccc2)CC1 (stereo not given)
  3.9% | 13.3% | -20.7% | -4.5% | i | 5.1% | -0.4% | 0.5 | -3.6% | -1.4%
#8 CCOc1ccc2[nH]c(C)c(CN3CCN(C)CC3)c(=O)c2c1
  0.8% | 5.0% | -4.5% | 4.9% | i | -1.8% | -3.5% | 2.0 | -16.7% | 4.0%
#9 C1CC(CN2CCOCC2)CN(c2nc3nonc3nc2N2CCSCC2)C1 (stereo not given)
  -0.1% | -27.7%[20 µM] | -24.5% | -2.3% | i | 2.3% | -4.2% | 0.3 | 19.6% | ·
#10 COCCn1c(C)cc(C(=O)CSc2nncn2-c2ccccc2)c1C
  1.0% | 14.1% | 7.5% | -5.6% | i | 10.5% | -0.9% | 1.7 | 10.7% | 5.6%
#11 COC(=O)C1C(O)=C(C=Nc2ccccc2)C(=O)CC1(C)C (stereo not given)
  1.0% | -11.1% | -20.0% | -0.8% | i | -1.4% | 8.6% | 1.1 | -0.5% | -2.2%
#12 Cc1ccc(S(=O)(=O)N(C)Cc2ccc(-c3nnc4n3CCC4)cc2)cc1
  -1.8% | -22.3% | 17.1% | -13.0% | i | -6.9% | -5.8% | 1.6 | 22.2% | -1.5%
#13 CCOc1ccc(-n2ccnc2SCC(=O)Nc2cc(C)on2)cc1
  1.1% | -5.3% | -7.9% | -1.5% | i | -11.2% | -0.1% | 0.8 | 15.7% | 0.8%
#14 Cc1ccc(NC(Cc2cc(C)no2)c2ccccc2)cc1 (stereo not given)
  -0.1% | -10.6% | -3.9% | -0.2% | i | -4.3% | -1.1% | 0.1 | 2.4% | 1.8%
#15 Cc1cccc(NC(=O)C2CCCN(c3nc(C)cc(C)n3)C2)c1 (stereo not given)
  -1.0% | -0.2% | 9.4% | -1.5% | i | 4.6% | -0.8% | 6.1 | 5.2% | 18.1%

Some of the entries so far, with tabs:
nr	SMILES	HIV peptide binding	KOR beta-arrestin-1	NOD1 inhibition	LYP phosphatase	Myeloid diff 2	PhoP inhibition	SIAH1 antagonists	Myeloid diff 2 GFP+ MAC1+ %	NOD2 inhibition	KOR beta-arrestin-2
3	O=C(NC(=S)Nc1ccc2[nH]c(=O)[nH]c2c1)c1cccc(F)c1	0.7%	3.9%	-28.5%	-11.0%	i	3.1%	9.2%	0.4	-13.2%	-0.6%
4	O=C(Nc1c2c(nn1-c1ccccc1)CS(=O)C2)c1ccc2c(c1)OCO2 (stereo not given)	-0.5%	6.7%	-19.6%	-5.1%	i	2.9%	12.7%	5.9	0.6%	-4.4%
5	CCCOCC1CC2(CC(C)(c3csc(N)n3)OC2=O)C(=O)O1 (stereo not given)	1.2%	5.5%	-27.9%	-6.4%	i	4.8%	10.0%	0.8	10.0%	12.9%

The list goes on:
Below each compound: HIV peptide binding | KOR beta-arrestin-1 | NOD1 inhibition | LYP phosphatase | Myeloid diff 2 | PhoP inhibition | SIAH1 antagonists | Myeloid diff 2 GFP+ MAC1+ % | NOD2 inhibition | KOR beta-arrestin-2
#16 Cc1ccc(C(=O)NCC(=O)NCCCc2ccccc2)cc1
  -0.3% | -12.2% | -20.2% | -7.9% | i | 4.4% | 5.5% | 0.3 | -2.8% | 7.2%
#17 Cc1nc2cc(C(=O)OCC(=O)NC3CCS(=O)(=O)C3)ccc2n1-c1ccccc1 (stereo not given)
  1.0% | 14.8% | -7.4% | -5.3% | i | 4.3% | 0.0% | 2.6 | 0.1% | -2.4%
#18 CC(C)(C)C(=O)N(CCN(C(=O)C(C)(C)C)c1ccccc1)c1ccccc1
  -2.9% | -51.7% | 21.2% | 1.4% | i | -5.0% | 2.4% | 3.0 | 24.3% | 1.1%
#19 CC1Cc2nc(SCC(=O)Nc3ccc4c(c3)OCCO4)n(C)c(=O)c2S1 (stereo not given)
  0.7% | -15.9% | -2.3% | 1.8% | i | -5.6% | -1.3% | 8.5 | 18.7% | 2.1%
#20 COc1cc(S(=O)(=O)N2CCN(C(=O)c3ccco3)CC2)c(OC)cc1C
  -0.4% | -10.3% | -38.8% | 1.9% | i | -1.9% | 6.8% | 0.3 | 12.0% | -5.0%
#21 CCc1cccc2c(=O)c(C(=O)NCCCOC)c[nH]c12
  -0.7% | 4.3% | -8.4% | -7.2% | i | -5.0% | -5.7% | 0.2 | 9.8% | 2.7%
#22 CCCc1nnc(SCC(=O)O)n1/N=C/c1ccc2c(c1)OCO2
  -0.2% | -13.5% | -1.2% | 2.5% | i | 3.7% | 0.5% | 2.7 | 1.2% | 3.6%
#23 Cc1c(Cl)cccc1N(Cc1ccc(C(=O)O)cc1)S(=O)(=O)c1ccccc1
  13.2% | 9.2% | -9.3% | -0.6% | i | 1.4% | 7.9% | 0.8 | -8.2% | -4.4%
#24 CCCCOc1ccc(NC(=O)CSc2nnnn2C)cc1
  0.6% | -22.9% | -22.0% | -5.0% | i | -2.8% | -0.4% | 7.3 | -0.8% | 1.3%
#25 O=c1[nH][nH]cc1C=NCc1cccnc1
  -0.3% | -3.6% | -24.8% | -3.1% | i | -6.5% | -2.6% | 0.0 | 11.6% | -5.1%
#26 COc1cccc(-c2nnc(-c3ccc(C(F)(F)F)cc3)o2)c1OC
  2.5% | -8.2% | -23.9% | -3.5% | i | -0.5% | 1.0% | 1.0 | 18.1% | -4.3%
#27 CC(=Nc1ccccc1)c1sc2ccccc2c1O
  -1.4% | 36.5% | -8.4% | 2.0% | i | -9.0% | 0.6% | 4.5 | -122.0% | -5.3%
#28 CCCOc1ccc(C(=O)NC2CCSc3ccccc32)cc1 (stereo not given)
  -1.8% | 13.9% | -1.6% | -3.9% | · | 0.6% | -7.2% | · | 15.5% | 6.1%
#29 N=c1n(CCN2CCOCC2)c2ccccc2n1Cc1ccccc1Br
  2.4% | · | -42.0% | -6.0% | i | 0.3% | 1.6% | 0.7 | 4.7% | ·
#30 Cc1ccccc1N/N=C/c1ccc(N2CCOCC2)cc1
  -0.2% | -1.2% | 30.2% | -2.4% | i | -7.7% | 2.6% | 7.0 | 11.4% | -2.8%
#31 O=C(CNC(=O)c1ccco1)NCC(=O)OCc1ccc(Cl)cc1Cl
  -0.5% | -25.3% | 6.5% | -3.1% | i | -2.5% | -0.2% | 1.9 | 1.5% | -4.3%
#32 COc1ccc(/C=C\c2nc(O)c([N+](=O)[O-])c(=O)[nH]2)cc1O
  -0.3% | 33.8% | -1.8% | -7.8% | i | -7.0% | -0.8% | 0.3 | 16.5% | -5.7%
#33 COc1ccc(CNC(=O)C(C)N(C)Cc2cccc(F)c2)cc1 (stereo not given)
  1.2% | -8.7% | -7.7% | -8.1% | i | 1.5% | 6.4% | 0.5 | -0.8% | -11.0%
#34 O=C(NCCc1ccncc1)C12CC3CC(CC(C3)C1)C2
  1.6% | 10.1% | -12.2% | -1.4% | i | -6.2% | -0.1% | 0.7 | 22.4% | -8.6%
#35 CC(C(=O)N1CCN(c2ccccc2F)CC1)c1ccc([N+](=O)[O-])cc1 (stereo not given)
  0.0% | -6.6%[20 µM] | · | 0.5% | i | -5.7% | -7.8% | 0.5 | · | 11.4%
#36 Cc1cc(C)cc(NS(=O)(=O)c2cc(C(=O)NCc3ccccn3)ccc2Cl)c1
  2.0% | 10.8% | -32.3% | -4.2% | i | -8.7% | 5.0% | 0.8 | 13.0% | -1.0%
#37 Cc1cccc(NC(=O)CSc2nnc(C)n2Cc2ccccc2)c1
  2.7% | -7.8% | -4.1% | -3.0% | i | -1.2% | 4.0% | 1.5 | 17.6% | -0.6%
#38 COC(=O)Cn1c(=O)c(C(=O)CCl)c(N)n(Cc2ccccc2)c1=O
  -1.5% | 6.7% | 69.8%* | -2.7% | i | -10.5% | 0.9% | 0.7 | 41.6% | -3.7%
#39 Cc1nc(-c2ccc(Br)cc2)ccc1C(=O)O
  3.1% | -4.1% | -23.7% | -4.8% | i | -10.8% | 7.0% | 0.2 | 6.5% | -0.1%
#40 O=C(NC1CCc2ccccc21)c1cc(COc2ccc(F)cc2Cl)on1 (stereo not given)
  -1.1% | -6.2% | -39.3% | -3.4% | i | -4.0% | 6.4% | 0.2 | -1.1% | ·
#41 COc1ccc(C(=O)NCCN2CCCC2)cc1[N+](=O)[O-]
  -0.9% | 12.2% | -23.2% | 0.2% | i | 0.0% | -1.5% | 1.2 | 9.4% | 4.0%
#42 COc1ccc(OC)c(CCNC(=O)C(C)n2nc(C)c3c(C)n(-c4ccccc4)nc3c2=O)c1 (stereo not given)
  0.9% | -11.3% | 17.0% | -12.9% | i | 12.4% | -2.3% | 0.5 | 31.8% | 0.9%
#43 CCn1c(/N=C/c2ccccc2O)nc2ccccc21
  1.3% | -15.2% | -11.8% | -11.5% | i | 0.7% | 2.7% | 0.6 | 14.9% | -2.0%
#44 CCCN(CCC)c1nc(N(CCC)CCC)[nH]c(=O)n1
  0.1% | -23.2% | -1.5% | -4.5% | i | -10.3% | -5.0% | 0.5 | 19.3% | 13.2%
#45 COc1ccc(-c2csc(NC(=O)C3CCCCN3S(=O)(=O)c3ccccc3)n2)cc1 (stereo not given)
  1.2% | -6.8% | -6.3% | 0.7% | i | -12.0% | 7.1% | 0.3 | 8.1% | 4.1%
#46 CC1CCCC(C)N1S(=O)(=O)c1ccc(NC(=O)CCn2cnc3ccccc3c2=O)cc1 (stereo not given)
  0.2% | -7.5% | 3.9% | -0.3% | i | 0.8% | -4.0% | 8.9 | 16.4% | -6.1%
#47 CC(Sc1ccccc1)C(=O)N1CCN(S(=O)(=O)c2ccccc2C(F)(F)F)CC1 (stereo not given)
  0.9% | -7.8% | -41.5% | -7.9% | i | -0.1% | 13.5% | 3.2 | -7.4% | -0.7%
#48 CCOC(=O)C1CCN(C(=O)c2cc3c(C)cc(C)cc3[nH]2)CC1
  0.8% | -8.3% | -5.7% | 1.8% | i | -1.6% | -1.1% | 0.8 | -5.0% | 3.1%
